From PubChem
GPR7 antagonist = blocks human GPR7 receptor signaling; P48145; GPR7-expressing cells, fluorescence antagonist assay; inhibition, % at 4.4 µM; actives 1.1% (n = 290,000); AID 1861; in the data active = inhibition above about 16%, passing the limit was not always enough;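 note: cells stimulated with the agonist NPW; 0% = agonist with vehicle and 100% = vehicle without agonist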
MEKK3 PB1 HTS = MEKK3-MEK5 PB1 interaction, increase or decrease. bead-based flow cytometry, Alexa488-MEK5 binding to MEKK3; actives lie on both sides; 0 = blocked by unlabeled MEK5, 100 = vehicle. binding response (% of control), % at 10 µM. actives 1.4% (n = 290,000);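 active = binding response more than 3 SD above or below the average of its plate-row segment, actives on both sides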;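 note: Alexa488 bead fluorescence after subtracting the streptavidin-only scavenger bead signal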
OXTR agonist = human OXTR agonism; CHO-OTR cells, Fluo-8 calcium fluorescence; normalized: DMSO 0%, oxytocin 100%; activation, % at 3 µM; actives 0.32% (n = 320,000); AID 2435;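 active = activation above the mean of all tested compounds plus 3 SD, cutoff set per screening run, cut at about 20% in these data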;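 note: peak over basal fluorescence ratio from a 100 s FLIPR kinetic read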
Target sequence (P30559 whole entry, looked up): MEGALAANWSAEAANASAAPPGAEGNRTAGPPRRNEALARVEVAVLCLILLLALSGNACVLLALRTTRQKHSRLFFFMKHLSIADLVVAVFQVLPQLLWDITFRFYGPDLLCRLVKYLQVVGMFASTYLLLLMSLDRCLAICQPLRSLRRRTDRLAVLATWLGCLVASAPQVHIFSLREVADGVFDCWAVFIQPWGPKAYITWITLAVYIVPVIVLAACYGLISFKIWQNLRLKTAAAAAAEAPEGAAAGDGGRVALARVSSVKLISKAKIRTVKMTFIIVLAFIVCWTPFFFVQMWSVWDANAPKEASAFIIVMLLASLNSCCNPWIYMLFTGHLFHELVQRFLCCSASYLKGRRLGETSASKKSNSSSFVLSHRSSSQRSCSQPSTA
NALP1 yeast inh = inhibitors of NALP1 inflammasome in yeast. inhibition, % at 10 µM. S. cerevisiae NALP1/ASC/caspase-1 growth, X-gal OD620, 72 h. AID 2071. actives 0.61% (n = 280,000); in the data active = inhibition mostly above about 24%, no sharp cut-off; inactive = mostly below about 32%; note: some compounds called inactive have numbers as strong as hits
M18AAP inhibitor = PfM18AAP enzyme inhibition | recombinant PfM18AAP, H-Glu-NHMec fluorogenic cleavage | inhibition, % at 7.35 µM | actives 1.2% (n = 290,000);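 active = inhibition above the campaign mean inhibition over all tested compounds plus 3 SD, cut at about 28% in these data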;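 note: 0% = plate median of test compound wells and 100% = 2 mM ZnCl2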
MEKK2 WT-MEK5 = raises or lowers MEK5 binding to wildtype human MEKK2 PB1 domain; Q9Y2U5; bead flow cytometry, Alexa488-MEK5 binding to MEKK2 WT; actives lie on both sides; binding response (% of control), % at 10 µM; actives 1.1% (n = 290,000); AID 1531; in the data active = binding response below about 67% or above about 130%
MEKK2 mut-MEK5 = signal of MEK5 binding to mutant human MEKK2 PB1 domain; bead flow cytometry, Alexa488-MEK5 binding to MEKK2 mutant; percent response, % at 10 µM; actives 0.35% (n = 290,000); in the data active = percent response above about 24%, passing the limit was not always enough; note: inactives centre near 1; some results filed as inactive read as strong as hits; reference of the scale not given here
FID counter = counter-screen for HCV NS3 helicase inhibitors: DNA intercalator displacement | DNA fluorescent intercalator displacement, fluorescence | inhibition, % at 7.9 µM | actives 0.17% (n = 290,000) | AID 1845; in the data active = inhibition above about 37%;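 note: 0% = vehicle and 100% = reference compound; higher means more ethidium bromide displaced from hairpin DNA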
PHOSPHO1 inh = PHOSPHO1 (human) inhibition; AID 1565; actives 1.1% (n = 290,000); recombinant PHOSPHO1, absorbance phosphatase assay; inhibition, % at 13.3 µM; Q8TCT1; in the data active = inhibition above about 60%
Target sequence (Q8TCT1 whole entry, looked up): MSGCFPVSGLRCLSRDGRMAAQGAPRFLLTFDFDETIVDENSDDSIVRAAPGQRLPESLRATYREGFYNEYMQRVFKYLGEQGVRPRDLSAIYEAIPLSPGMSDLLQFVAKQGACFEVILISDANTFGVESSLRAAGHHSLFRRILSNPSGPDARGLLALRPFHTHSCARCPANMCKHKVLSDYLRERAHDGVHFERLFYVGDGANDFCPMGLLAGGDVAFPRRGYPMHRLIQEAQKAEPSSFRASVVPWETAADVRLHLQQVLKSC
Active calls of the source: *; · = not tested or not shown.

cpd	SMILES	GPR7 antagonist	MEKK3 PB1 HTS	OXTR agonist	NALP1 yeast inh	M18AAP inhibitor
1	NC(N)=NN=C1CCC(c2ccccc2)CC1 (configuration not stated)	-4	103	-0.3	17	1
2	NS(=O)(=O)c1ccc(NCCCn2ccnc2)c([N+](=O)[O-])c1	-12	104	0.3	9	-4
3	COC(=O)c1[nH]c2cc(OC)ccc2c1NC(=O)c1nonc1C	-9	96	-2.2	2	-10
4	CC(C(=O)NCc1ccco1)c1ccc([N+](=O)[O-])cc1 (configuration not stated)	-5	99	0.2	27	-3
5	CC(C)NC(=O)NC(=O)COC(=O)Cc1ccsc1	-15	82	-0.7	-21	-4
6	Cc1ccc(C)c(Oc2nnnn2-c2ccccc2)c1	-8	101	-2.7	3	4
7	CCC(=O)c1cc2c(cc1NC(=O)C(C)C)OCCO2	-2	104	-1.6	1	-8
8	N#C/C(=C1/C(=O)Nc2ccc(Br)cc21)c1ccccn1	4	99	-1.2	-8	3

cpd	MEKK2 WT-MEK5	MEKK2 mut-MEK5	FID counter	PHOSPHO1 inh
1	109	2	-1	10
2	105	9	-2	20
3	91	-6	3	38
4	102	0	3	53
5	92	1	1	-4
6	98	1	-8	29
7	106	9	-11	46
8	94	-3	5	48

(list continues)
cpd	SMILES	GPR7 antagonist	MEKK3 PB1 HTS	OXTR agonist	NALP1 yeast inh	M18AAP inhibitor
9	COc1ccccc1CNS(=O)(=O)c1ccc(-n2cccn2)cc1	11	96	6.3	3	-1
10	CCC(C)NC(=O)CSC1=Nc2ccccc2C2=NC(CC(=O)NCc3ccc(F)cc3)C(=O)N12 (configuration not stated)	-4	100	-0.6	-2	7
11	Cc1cc(SCc2c(F)cccc2Cl)nc(=O)[nH]1	-3	98	-1.6	1	0
12	Cc1ccc(S(=O)(=O)NCc2ccccn2)c(C)c1	7	94	-0.7	-3	2
13	NC(=O)c1ccccc1NC(=O)CSc1nc2c(c(=O)[nH]1)CCCC2	2	102	-0.5	1	-2
14	CCOC(=O)c1ccc(N=C2SC(C(=O)NCCc3ccccc3)CC(=O)N2C)cc1 (configuration not stated)	-5	102	-1.1	4	3
15	O=C(N/N=C\c1c(O)ccc2ccccc12)c1ccc(O)cc1	-11	104	8.8	-14	13
16	Cc1cc(Cl)c(S(=O)(=O)N/N=C/c2ccc3c(c2)OCO3)c(Cl)c1	-8	·	0.3	19	7

cpd	MEKK2 WT-MEK5	MEKK2 mut-MEK5	FID counter	PHOSPHO1 inh
9	96	-3	-24	7
10	103	5	-40	18
11	89	-5	-27	-12
12	99	-5	-5	40
13	98	2	-10	12
14	98	-1	-2	30
15	102	2	-10	24
16	·	·	1	41

The list continues.
cpd	SMILES	GPR7 antagonist	MEKK3 PB1 HTS	OXTR agonist	NALP1 yeast inh	M18AAP inhibitor
17	COCOc1cc(O)c(C(=O)/C=C/c2ccccc2)c(OCOC)c1	·	106	0.4	·	·
18	O=C(NCC(=O)N(c1cccnc1)C(C(=O)NC1CCCC1)c1cccs1)c1cccs1 (configuration not stated)	1	92	-1.8	4	-5
19	COc1cc(O)c2c(=O)c3c(OC)c(O)ccc3oc2c1	4	103	2.9	23	-6
20	CC(C)CNC(=O)Nc1ccccc1F	-6	106	-0.5	5	-2
21	Nc1nc2n(n1)C(c1ccccc1)CC(c1ccc(F)cc1)N2 (configuration not stated)	-8	102	0.7	0	5
22	O=C(/C=C/c1cccs1)Nc1ccncc1	-6	100	-1.4	44	5
23	COc1ccc(C(CNC(=O)Cn2[nH]c(=O)c3ccccc3c2=O)N2CCCC2)cc1 (configuration not stated)	-4	97	1.3	5	4
24	CC1CCCCN1C(=O)C1CC(c2ccc(F)cc2)=NO1 (configuration not stated)	0	104	0.4	-11	0

cpd	MEKK2 WT-MEK5	MEKK2 mut-MEK5	FID counter	PHOSPHO1 inh
17	104	2	·	·
18	96	-5	0	3
19	102	2	-10	11
20	102	1	-1	53
21	103	4	-11	-4
22	96	-1	-7	9
23	103	3	6	21
24	102	4	-2	25

Additional entries
cpd	SMILES	GPR7 antagonist	MEKK3 PB1 HTS	OXTR agonist	NALP1 yeast inh	M18AAP inhibitor
25	Cc1ccc2nc(SCC(=O)Nc3cc(C(C)(C)C)nn3-c3ccccc3)[nH]c2c1	-22	104	-2.2	24	3
26	COc1ccc(N2CCN(C(=O)C(=O)c3c(C)[nH]c4ccccc34)CC2)cc1	0	96	2.3	7	16
27	CS(=O)(=O)N(CC(=O)N1CCCC1)c1cccc(F)c1	-2	85	0.7	23	-9
28	Cc1cc(C)c[n+](-c2nc3ccccc3nc2[N-]S(=O)(=O)c2ccc(Cl)cc2)c1	-3	137*	0.7	13	-1
29	O=C(CSc1ccc(-c2cccnc2)nn1)Nc1ccc(F)cc1F	16	105	1.1	-4	-15
30	COc1ccc2[nH]c(=O)c(CN(Cc3ccccc3)C(=S)NCC3CCCO3)cc2c1 (configuration not stated)	-1	98	-2.3	13	1
31	Cc1cc(N2CCCC(C(=O)Nc3cccc(Cl)c3)C2)n2ncnc2n1 (configuration not stated)	-5	96	1.8	18	-3
32	O=C(Nc1cccc(-c2nn[nH]n2)c1)c1ccc(Br)s1	4	107	-1.1	19	1

cpd	MEKK2 WT-MEK5	MEKK2 mut-MEK5	FID counter	PHOSPHO1 inh
25	122	10	-24	-3
26	93	-4	-34	44
27	81	-5	4	29
28	111	0	-22	7
29	110	11	-6	27
30	85	-12	2	40
31	90	-8	-1	36
32	110	10	-28	4

Following part.
cpd	SMILES	GPR7 antagonist	MEKK3 PB1 HTS	OXTR agonist	NALP1 yeast inh	M18AAP inhibitor
33	C=CCn1c(C)cc(C(=O)COC(=O)/C=C/c2cccc(OC)c2)c1C	-3	85	0.1	-7	7
34	CSc1ccccc1OCc1cc(C(=O)N(C)Cc2c(C)n[nH]c2C)no1	-6	104	0.6	14	-1
35	C=CCc1c(C)nc(-c2ccccc2)nc1Nc1ccc(O)cc1	-3	100	-0.3	31	-4
36	CC(C)NC(=O)c1onc(CSc2ccccn2)c1C(=O)NC(C)C	·	97	1.0	-1	·
37	CCCCCCCOc1ccc(-c2ccc(C#N)cn2)cc1	-16	93	1.6	32	3
38	COC(=O)c1cc(-c2cccs2)nc2ccccc12	-8	106	-0.7	21	-7
39	COc1ccc(-c2cn3c(C)c(C(=O)NC(C)(C)C)sc3n2)cc1	-2	105	2.1	10	2
40	O=C(N/N=C/c1ccncc1)c1cc2c(ccc3ccccc32)o1	6	·	-0.7	19	0

cpd	MEKK2 WT-MEK5	MEKK2 mut-MEK5	FID counter	PHOSPHO1 inh
33	86	-8	-3	28
34	109	7	-29	12
35	100	0	-4	8
36	94	5	·	22
37	92	-2	4	3
38	104	3	-3	7
39	104	6	-33	20
40	·	·	-16	2

(continued)
cpd	SMILES	GPR7 antagonist	MEKK3 PB1 HTS	OXTR agonist	NALP1 yeast inh	M18AAP inhibitor
41	Cc1cccc(/C=N/NC(=O)c2cc(C)nc3ccccc23)n1	10	100	-0.6	-3	11
42	CCCCCCCCC/C(=N\O)c1ccccn1	4	101	-1.3	5	-2
43	COc1ccc(CCNC(=O)Cn2nc(C(=O)O)c3ccccc3c2=O)cc1OC	-5	81	-0.4	25	-10
44	Cc1nc([N+](=O)[O-])c(C(=O)OCc2ccccc2C#N)n1C	-8	97	-0.1	12	-11
45	CC1(C)ON(C2CCCCC2)[C@H]2c3nc4ccccc4n3C[C@H]21	1	102	-1.9	16	-2
46	Cc1noc(NS(=O)(=O)c2ccc(NC(=O)/C=C/c3ccc(Br)cc3)cc2)c1C	-2	99	·	14	-14
47	Cc1noc(C)c1CSc1nnc(-c2ccncc2)n1-c1cccc(Cl)c1C	0	96	0.3	14	0
48	COc1ccc(S(=O)(=O)Nc2ccccc2C(=O)N2CCOCC2)cc1Cl	-15	103	-1.0	9	-3

cpd	MEKK2 WT-MEK5	MEKK2 mut-MEK5	FID counter	PHOSPHO1 inh
41	100	7	-23	34
42	105	4	-14	-1
43	86	-9	-11	-19
44	86	-13	-5	12
45	98	1	-17	31
46	98	0	-21	12
47	92	0	-37	-3
48	102	1	-19	28

(more compounds)
cpd	SMILES	GPR7 antagonist	MEKK3 PB1 HTS	OXTR agonist	NALP1 yeast inh	M18AAP inhibitor
49	CC(=O)c1c(C)nc2ccc(C)cc2c1-c1ccccc1	3	100	-2.4	5	-6
50	Cc1cccc(C)c1NC(=O)c1cnn(-c2ccccc2)c1C	13	99	-1.6	8	8
51	COc1ccccc1N1CCN(C(c2ccccc2)c2nnnn2CCc2ccccc2)CC1 (configuration not stated)	-5	91	-2.1	5	-4
52	O=C(Nc1ccc(C(=O)NCc2ccccc2)cc1)C1=CSCCO1	2	102	1.5	6	1
53	COc1cc(/C=C/C(=O)c2ccc(O)cc2)ccc1OCC#N	8	92	4.2	15	-2
54	Cc1cccc(C(C)C)c1-n1nnnc1-c1ccccc1	-10	98	-2.0	-4	5
55	CN(C)c1nc(OCCNC(=O)Nc2ccccc2)nc(N(C)C)n1	-12	101	0.1	5	-2

cpd	MEKK2 WT-MEK5	MEKK2 mut-MEK5	FID counter	PHOSPHO1 inh
49	90	-8	-20	46
50	101	-1	-11	9
51	109	-2	-9	-13
52	100	0	-17	15
53	93	-2	0	-6
54	96	-3	-21	-4
55	107	6	-24	-1
